# TLR9-MyD88 block: TLR9-MyD88 interaction inhibition | Q9NR96+Q99836 | CHO BLA complementation TLR9-MyD88, CCF4 FRET ratio | inhibition, % at 4.98 µM | 0.21% of 340,000 active | AID 504734;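 active means inhibition above the mean over all tested compounds plus 3 SD, cut at about 21% in these data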;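 further: 0% = DMSO only wells and 100% = clavulanate BLA inhibitor control wells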
# HTR2A ag: agonists of mouse serotonin 5-HT2A receptor (HTR2A); P35363; CHO-K1 mHTR2A beta-arrestin complementation, luminescence; percent of 30 µM serotonin response; activation, % at 7.6 µM; AID 624169; 0.66% of 360,000 active;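 active means activation above a run cutoff, the mean activation of all tested compounds plus 3 SD, cut at about 14% in these data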;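 further: 0% = plate median of compound wells and 100% = 30 µM serotonin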
# Target sequence (P35363 whole entry, looked up): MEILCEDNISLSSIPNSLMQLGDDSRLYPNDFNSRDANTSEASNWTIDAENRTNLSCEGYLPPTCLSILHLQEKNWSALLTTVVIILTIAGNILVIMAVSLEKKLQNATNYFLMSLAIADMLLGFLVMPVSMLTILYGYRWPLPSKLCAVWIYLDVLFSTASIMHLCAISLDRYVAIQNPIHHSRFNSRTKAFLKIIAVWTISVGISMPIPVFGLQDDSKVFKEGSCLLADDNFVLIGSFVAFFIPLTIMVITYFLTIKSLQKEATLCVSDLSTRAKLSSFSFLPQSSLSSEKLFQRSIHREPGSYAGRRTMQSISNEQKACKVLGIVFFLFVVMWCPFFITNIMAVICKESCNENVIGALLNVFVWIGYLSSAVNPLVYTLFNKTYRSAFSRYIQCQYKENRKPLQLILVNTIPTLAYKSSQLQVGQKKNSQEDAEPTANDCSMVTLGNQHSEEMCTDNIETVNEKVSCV
# NOD2-RIPK2 inh: blocks binding of human NOD2 to RIPK2; CHO BLA complementation NOD2-RIPK2, CCF4 ratio; inhibition, % at 4.98 µM; 0.38% of 360,000 active; AID 624267; in the data active means inhibition above about 21%;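 further: 0% = vehicle only and 100% = reference blocker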
# Target sequence (O43353 whole entry, looked up): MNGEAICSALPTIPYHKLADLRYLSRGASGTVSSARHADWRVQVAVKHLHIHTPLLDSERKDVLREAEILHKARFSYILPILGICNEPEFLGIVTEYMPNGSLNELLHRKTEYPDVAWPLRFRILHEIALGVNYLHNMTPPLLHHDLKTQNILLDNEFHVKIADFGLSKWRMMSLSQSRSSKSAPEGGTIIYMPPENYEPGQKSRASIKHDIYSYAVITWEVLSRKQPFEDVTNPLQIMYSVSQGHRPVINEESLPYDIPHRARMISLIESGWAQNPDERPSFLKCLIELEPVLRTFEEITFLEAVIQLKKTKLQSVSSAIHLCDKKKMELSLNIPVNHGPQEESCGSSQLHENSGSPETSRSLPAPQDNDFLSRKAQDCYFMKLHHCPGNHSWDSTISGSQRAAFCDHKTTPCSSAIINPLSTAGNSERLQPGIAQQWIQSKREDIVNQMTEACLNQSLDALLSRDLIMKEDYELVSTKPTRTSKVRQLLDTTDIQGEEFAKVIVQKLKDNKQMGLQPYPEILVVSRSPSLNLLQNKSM
# ABCB6 inh 2: human ABCB6 transporter inhibition. Q9NP58. K562-ABCB6 porphyrin accumulation, flow cytometry, 1 h; stronger effect = lower value. fluorescence ratio to DMSO, % at 10 µM. 0.19% of 360,000 active;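 active means fluorescence ratio to DMSO below 75%, the collection mean minus 3 SD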;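 further: signal is porphyrin accumulated inside mitochondria; 100% equals median channel fluorescence of DMSO control wells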
# H9c2 protect: modulators protecting cardiomyocytes from myocardial damage | protection from H2O2 cell death, % at 20 µM | 0.63% of 360,000 active | H9c2 cardiomyocytes, H2O2 injury protection, ATPLite, 2 h;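 active means compounds giving at least 50% protection of heart cells from peroxide-induced death in the single-dose screen, raw or plate-pattern-corrected value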;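 further: 0% = DMSO wells with peroxide and 100% = DMSO wells without peroxide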
# MC4R ag barr: agonists of human melanocortin 4 receptor (MC4R) beta-arrestin | P32245 | U2OS MC4R beta-arrestin complementation, luminescence; percent of melanotan II response, DMSO zero | activation, % at 8.9 µM | 0.98% of 360,000 active | AID 540308;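 active means activation above a per-plate cutoff, the mean activation of sample wells on that plate plus 3 SD, cut at about 8% in these data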
# ABHD5-PLIN5 inh: inhibitors of human ABHD5-perilipin-5 interaction; inhibition, % at 4 µM; Q00G26+Q8WTS1; Split G. princeps luciferase complementation, luminescence, 4 h; 0.78% of 360,000 active;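 active means inhibition above the mean inhibition across every tested compound plus 3 SD, cut at about 22% in these data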;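 further: 0% = DMSO only wells and the 100% control is not disclosed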
# Glyco luc inh: N-linked glycosylation inhibition; D54 ERlucT glycosylation luciferase reporter, 24 h; percent of 100 nM tunicamycin response; reporter increase, % at 12.5 µM; 0.23% of 360,000 active; AID 588692;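 active means mean luciferase reporter signal, scaled so untreated is 0 and the glycosylation-blocking control 100, at or above a set limit in every replicate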;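 further: luciferase carries N-glycosylation sites so blocking glycosylation raises the light; 0% = median of neutral control wells and 100% = median of 100 nM tunicamycin wells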
# MC4R antagonist: antagonists of human melanocortin 4 receptor (MC4R) | P32245 | MC4R-expressing cells, MTII-stimulated cAMP, LANCE TR-FRET | inhibition, % at 6.5 µM | 0.48% of 360,000 active | AID 540295;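 active means inhibition above its plate's cutoff, the mean of tested wells on that plate plus 3 SD, cut at about 29% in these data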;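 further: 0% = Melanotan II alone and 100% = Melanotan II plus saturating MCL0020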
#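 Assay system: U2OS cells stably expressing human melanocortin 4 receptor (MC4R) / Dosing: 6.5 µM / Timing: compound 30 min, challenge 1 h, detection 1 h / Measured by: Eu-cAMP/anti-cAMP TR-FRET, emission 671 nm / Replicates: singlicate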
# SRC2 inh: human SRC2 (NCOA2) inhibition. Q15596. HEK293 GAL4-SRC2 luciferase reporter, luminescence. inhibition, % at 9 µM. 0.17% of 370,000 active. AID 651957;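 active means inhibition above the mean inhibition of all tested compounds plus 3 SD, set per campaign, cut at about 52% in these data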;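 further: 0% = DMSO treated cells and 100% = cells given Gossypol at 36 µM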
# An asterisk follows results filed as active; x = not tested or not shown. An excerpt. The share of hits here may be higher or lower than overall.
SMILES,TLR9-MyD88 block,HTR2A ag,NOD2-RIPK2 inh,ABCB6 inh 2,H9c2 protect,MC4R ag barr,ABHD5-PLIN5 inh,Glyco luc inh,MC4R antagonist,SRC2 inh
COC(=O)C(Cc1ccc(OC(=O)c2ccc(C)cc2)cc1)N1Cc2ccccc2C1=O (centres undefined),5,-3,-13,100,-17,-0.8,2,0,0,x
NC(=O)C1(c2ccccc2)CCOCC1,-7,-1,-9,99,7,0.7,-3,0,16,-1
CCCN(C(=O)c1cnccn1)c1c(N)n(Cc2ccccc2)c(=O)[nH]c1=O,3,0,1,103,4,-0.1,-1,1,9,12
O=C1NC(=O)/C(=C/c2ccc(OS(=O)(=O)c3ccc(F)cc3F)cc2)N1,x,-2,2,96,2,-0.2,3,-2,-4,-29
CC(=O)Nc1ccc(NC(=O)CSc2nc3[nH]ncc3c(=O)n2-c2ccccc2)cc1,2,-4,-2,105,0,0.6,14,3,-3,7
CCS(=O)(=O)c1ccc2c(c1)N(S(=O)(=O)c1ccc(Cl)cc1)CC(C(=O)O)O2 (centres undefined),-13,-2,-7,101,1,0.2,-9,1,10,-21
COc1cc(NC(=O)NCC2CCN(Cc3ccccc3C)CC2)cc(OC)c1OC,-6,2,2,108,-2,-0.3,11,0,13,2
CCCCn1c(Cl)nc2c1c(=O)n(C)c(=O)n2C,-6,0,5,98,-1,-1.7,5,1,5,-27
CN(CC(=O)Nc1ccccc1Br)C(=O)CCCSc1nc2ccccc2[nH]1,-6,-2,-4,95,4,-2.3,-5,-1,5,2
N#Cc1c(-c2ccccc2)nc(SCc2nc(N)nc(N3CCCCC3)n2)[nH]c1=O,-8,5,-1,95,6,-0.3,3,2,2,-16
CN(C(=S)NC(=O)C12CC3CC(CC(C3)C1)C2)c1ccc(O)cc1,-1,11,0,91,0,-1.0,-16,6,6,-15
COC(=O)C[C@H]1c2cc(C(F)(F)F)ccc2S(=O)(=O)N1Cc1ccccc1,3,-1,-2,94,5,-1.8,-5,-3,-1,-4
COc1ccc(S(=O)(=O)NCc2cccnc2)cc1C,-1,0,-12,88,-7,-0.7,5,0,-1,-22
Cc1ccccc1OCC(=O)N/N=C/c1cc2ccccc2nc1Cl,-8,6,-15,98,-11,3.2,0,0,1,7
C=C1C(O)C[C@H]2C(=C)CCC3[C@H](OC(=O)[C@]3(O)CO)[C@@H]12 (some centres undefined),-9,-4,-9,101,-4,-0.8,8,1,7,24
CCCC(=O)Nc1ccc2c(c1)nc1n2CCN(CCOC)C1,-2,6,-13,104,3,-2.1,1,-1,-5,-6
O=C(c1ccc(OC2CCN(Cc3ccc(F)cc3)CC2)cc1)N1CCCC1,-7,-7,-4,97,1,-0.2,10,0,-2,11
O=C(Cn1ncc2c(=O)oc3ccccc3c21)N1CCCc2ccccc21,-1,0,10,89,22,0.2,2,-3,3,-1
CCOC(=O)CCCCCC(=O)Nc1ccc2c(c1)C(=O)N([C@@H](C)CO)C[C@@H](C)[C@H](CN(C)C(=O)Nc1ccccc1)OCCCC[C@H](C)O2,-4,4,-11,95,12,-0.3,6,2,6,-5
CCCCN1CC(COCc2ccccc2)Oc2cccc(Oc3cc(C)c(C)c(C)c3)c2S1(=O)=O (centres undefined),6,2,5,95,-34,-2.0,-2,-4,12,8
CN(C)c1ccc(C(=O)N(Cc2ccccc2)Cc2ccccc2)cc1,-8,-12,-4,112,3,-0.2,1,-2,6,-15
COc1ccc2cnn(-c3ccc(C)cc3)c(=O)c2c1OC,-5,3,-5,93,-8,-1.3,0,-2,3,-31
CCOC(=O)c1oc2cc(OC(C)=O)ccc2c(=O)c1-c1ccc(OC)c(OC)c1,-8,6,-4,94,6,-0.7,-8,-1,20,-3
COC(=O)CNc1n[nH]c(=S)[nH]c1=O,-8,17*,0,100,13,-0.2,10,0,17,0
Cc1cc(=O)n(CNC(=O)c2ccccc2)c(=S)[nH]1,-4,5,-12,90,2,-1.3,2,-1,-9,-8
Cn1nc(-c2ccccc2)c(CO)c1Sc1ccccc1,4,1,-4,93,-5,-1.4,-2,2,-10,0
CC1Cc2ccccc2N1C(=S)Nc1ccc(S(N)(=O)=O)cc1 (centres undefined),4,2,-13,322,-15,-1.7,-17,1,-1,0
Cc1ccccc1C(=O)N/N=C/c1ccc([N+](=O)[O-])s1,-11,0,-2,104,-6,-1.6,-7,7,-8,51
CC(C)NS(=O)(=O)c1ccc(NC(=S)NC(=O)c2ccc(-c3ccccc3)cc2)cc1,4,-5,-4,100,-13,1.2,-5,-8,8,6
COc1ccc(S(=O)(=O)CCC(=O)N2c3ccccc3CC2C)cc1 (centres undefined),-8,5,-8,102,8,0.0,-1,-2,11,0
CC(=O)SCC(C)C(=O)NCc1ccccc1 (centres undefined),2,1,-8,100,0,-0.2,3,0,0,11
CCNc1ccc(Br)cc(C(=O)/C=C/c2ccc3c(c2)OCO3)c1=O,3,-1,-2,105,22,-1.9,19,9,-3,8
Cc1ccc(SC(c2ccccc2)C(Cn2cncn2)C(=O)c2ccccc2)cc1 (centres undefined),3,2,-9,118,-19,2.7,-2,-1,0,13
CCOCc1cnc(C)nc1NCC(=O)c1c(C)[nH]c2cc(C)ccc12,-8,-6,-9,103,9,2.5,10,0,-5,5
CCCn1nnc(NC(=O)COc2ccccc2Cl)n1,8,0,-6,97,0,-0.1,2,-1,-1,-33
O=c1c(O)c(-c2ccccc2)oc2cc(O)cc(O)c12,0,-5,4,86,5,1.3,2,-5,-7,5
CCOC(=O)C1=C(C)N=c2s/c(=C/c3ccc(OCC(=O)O)cc3)c(=O)n2C1c1cc(OC)c(OC)c(OC)c1 (centres undefined),2,5,-6,101,0,1.3,-5,-1,-11,-14
CCOC(=O)n1c(=O)oc2ccc(Cl)cc21,6,5,-12,97,11,3.2,3,1,-6,-25
COc1ccc(NC(=O)c2ccco2)c(NC(=O)c2ccc([N+](=O)[O-])cc2)c1,-3,-2,-1,101,1,-2.8,6,-5,14,-29
O=C(CCc1c[nH]c2ccccc12)NC(Cc1ccccc1)C(=O)O (centres undefined),-7,10,-4,93,6,0.4,-1,0,0,-15
O=C(CNC(=O)c1cccs1)N/N=C/c1cccc(Cl)c1,-6,-5,-10,96,0,-1.3,-10,1,-1,-3
Cc1ccc(S(=O)(=O)NCC(=O)N(CC(=O)NCC2CCCO2)CC2CCCO2)cc1 (centres undefined),-4,-1,-5,99,6,-3.4,-8,0,0,5
NCCN1CCN(CCN)CC1,-11,0,5,103,-2,0.0,0,-1,-4,-11
CC(=O)c1ccc(OCC(=O)NC(=O)NC2CCCC2)cc1,-12,6,-7,96,-20,-2.3,-8,0,6,7
Cc1cc(C)c2nc(N3CCN(C(=O)c4ccco4)CC3)sc2c1,-3,-1,-10,104,-2,-2.2,4,1,-1,-61
Cc1ccc(CSCC(Nc2ccc(C(=O)O)cc2[N+](=O)[O-])C(=O)O)cc1 (centres undefined),-5,0,-6,96,3,-1.1,18,1,18,-12
Cc1cccc(S(=O)(=O)NC(=O)C2(C)CCN2C(=O)c2sccc2C)c1 (centres undefined),x,-1,-3,107,10,1.7,-2,0,16,18
COc1cc(NC(=O)C2CC(c3c(F)cccc3Cl)=NO2)cc(OC)c1OC (centres undefined),3,1,-16,96,-13,-0.3,2,1,9,37
Cc1cc(=O)n2ccccc2c1C#N,7,0,3,104,20,-1.1,1,2,4,-10
COC(=O)c1c(C(=O)OC)c(-c2ccc(Cl)cc2)n2c1CS(=O)(=O)C2,x,0,-9,89,2,-1.0,3,1,-1,-4
COc1ccc(CNC(=O)c2cc(C)nc3ccccc23)cc1OC,-7,7,-3,104,4,-1.8,1,1,-10,-25
CCCn1c(SCC(=O)N2CCCc3ccccc32)nnc1-c1ccccn1,-2,2,7,91,-3,0.7,4,-1,4,1
CSc1nc(C)c2c(n1)N(c1ccc(C(C)C)cc1)CC2,-9,4,-9,97,0,1.9,-3,3,-2,-11
CC(C)c1onc(C(=O)NCc2ccc(F)cc2)c1[N+](=O)[O-],-5,2,-6,99,-4,-2.7,2,0,0,-5
CCN(CC)c1ccc(NC(=O)c2ccc(=O)[nH]c2)cc1S(=O)(=O)Nc1ccc(OC)cc1,-5,-9,2,103,-1,1.3,-12,3,27,-7
CCOC(=O)N1CCN(S(=O)(=O)c2ccc3c(c2)NC(=O)CO3)CC1,-1,-3,-4,92,1,-1.1,-5,-2,-1,17
CCc1ccc(NC(=O)CCn2c(=O)oc3ccccc32)cc1,1,-4,-111,105,-1,-0.9,0,-2,6,-11
Cc1noc(C)c1S(=O)(=O)N(CC(=O)NCc1ccc(F)cc1)c1ccc(C(C)C)cc1,-4,5,-3,104,4,0.8,0,-7,6,-8
CCOC(=O)c1ccc(NC(=O)CSc2nnc(-c3cccs3)n2CC)cc1,-1,2,-3,101,-5,2.1,-1,-1,6,0
CC1CCN(CC(O)Cn2c3ccccc3c3ccccc32)CC1 (centres undefined),3,-3,-12,98,1,2.8,10,-2,-1,-19

# Entries of single compounds from above. Values in the order: TLR9-MyD88 block | HTR2A ag | NOD2-RIPK2 inh | ABCB6 inh 2 | H9c2 protect | MC4R ag barr | ABHD5-PLIN5 inh | Glyco luc inh | MC4R antagonist | SRC2 inh
# CCCn1c(SCC(=O)N2CCCc3ccccc32)nnc1-c1ccccn1 is entered as -2 | 2 | 7 | 91 | -3 | 0.7 | 4 | -1 | 4 | 1
# COc1ccc(CNC(=O)c2cc(C)nc3ccccc23)cc1OC is entered as -7 | 7 | -3 | 104 | 4 | -1.8 | 1 | 1 | -10 | -25
# CC(C)c1onc(C(=O)NCc2ccc(F)cc2)c1[N+](=O)[O-] is entered as -5 | 2 | -6 | 99 | -4 | -2.7 | 2 | 0 | 0 | -5

# Additional entries.
SMILES,TLR9-MyD88 block,HTR2A ag,NOD2-RIPK2 inh,ABCB6 inh 2,H9c2 protect,MC4R ag barr,ABHD5-PLIN5 inh,Glyco luc inh,MC4R antagonist,SRC2 inh
COc1cccc(OCC(O)CN2CCN(c3ccc(F)cc3)CC2)c1 (centres undefined),-13,-16,-6,97,-3,-0.1,-2,2,-3,-21
Cc1c(F)cccc1NC(=O)c1ccc2c(c1)CCN2S(C)(=O)=O,-10,-3,2,100,0,0.7,-3,0,4,4
COc1ccc(Cl)cc1C(=O)NC(=S)Nc1cc(-c2nc3ccccc3[nH]2)ccc1C,-10,4,-1,82,-22,-2.0,5,-2,-5,5
Cc1ccc(-n2c(=O)cc(N3CCc4ccccc4C3)[nH]c2=O)cc1,8,1,1,93,4,-3.8,0,-1,4,-16
CCN(c1cccc2ccccc12)S(=O)(=O)c1ccc(Cl)nc1,-1,-1,-8,93,-9,-0.2,-12,-2,3,16
Cc1cc(NC(=O)CC#N)n(-c2nc3ccccc3[nH]2)n1,-4,9,4,96,19,-1.3,-1,7,15,16
Cc1cc(C)cc(NC(=S)N2CCN(c3ccc(F)cc3)CC2)c1,-1,-1,-2,97,-6,4.8,-7,1,5,-2
CC(C)CNC(=O)/C=C/c1cccs1,-11,0,-2,94,0,0.5,5,-1,13,-18
COc1ccc(NC(=O)CN(C)C(=O)Cc2ccc3c(c2)CCC3)cc1,-9,0,-4,103,1,-2.3,-8,-1,-3,15
O=C1SCCC1NC(=O)C(c1ccccc1)c1ccccc1 (centres undefined),x,-3,0,101,9,-0.7,-3,-3,13,-1
